# Screening data as filed in PubChem BioAssay.
# NR3A LBD binder – NR3A (human) ligand-binding domain modulation | NR3A LBD differential scanning fluorimetry, Tm shift; 0% = protein alone, 100% = glycine-bound protein | Tm shift relative to glycine control, % at 25 µM | 340,000 compounds, 2.5% hits | AID 1259313;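 active = melting temperature shift of at least 10% of the positive control shift, at one fixed dose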
# CXCR6 inh – CXCR6 (human) receptor inhibition; CHO-K1 PathHunter CXCR6 beta-arrestin, luminescence; inhibition, % at 20 µM; 360,000 compounds, 0.36% hits; in the data active = inhibition above about 34%, passing the limit was not always enough;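 note: antagonist mode with CXCL16 agonist at 10 nM final; 0% = 10 nM CXCL16 with DMSO and 100% = unstimulated wells without agonist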
# Target sequence (O00574 whole entry, looked up): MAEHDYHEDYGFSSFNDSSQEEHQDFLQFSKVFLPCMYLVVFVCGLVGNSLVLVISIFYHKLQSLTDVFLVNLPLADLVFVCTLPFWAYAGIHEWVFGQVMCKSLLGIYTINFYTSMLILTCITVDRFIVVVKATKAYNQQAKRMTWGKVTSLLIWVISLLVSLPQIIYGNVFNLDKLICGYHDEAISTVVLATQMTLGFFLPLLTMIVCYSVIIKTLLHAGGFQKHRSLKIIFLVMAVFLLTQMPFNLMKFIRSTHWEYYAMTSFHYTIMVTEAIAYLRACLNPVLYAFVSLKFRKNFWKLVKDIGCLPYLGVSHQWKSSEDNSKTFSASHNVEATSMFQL
# CCR6 antagonist – blocks CCL20-driven beta-arrestin recruitment at human CCR6; 340,000 compounds, 0.49% hits; inhibition, % at 20 µM; CHO-K1 CCR6 PathHunter beta-arrestin, luminescence, CCL20-stimulated; P51684;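 active = compounds whose inhibition of the agonist-driven luminescence signal at 20 µM reaches about 50%, limit read from the data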;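 note: cells stimulated with CCL20 at 14 nM final; plate controls were DMSO with CCL20 for no effect and DMSO without agonist for full effect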
# Target sequence (P51684 whole entry, looked up): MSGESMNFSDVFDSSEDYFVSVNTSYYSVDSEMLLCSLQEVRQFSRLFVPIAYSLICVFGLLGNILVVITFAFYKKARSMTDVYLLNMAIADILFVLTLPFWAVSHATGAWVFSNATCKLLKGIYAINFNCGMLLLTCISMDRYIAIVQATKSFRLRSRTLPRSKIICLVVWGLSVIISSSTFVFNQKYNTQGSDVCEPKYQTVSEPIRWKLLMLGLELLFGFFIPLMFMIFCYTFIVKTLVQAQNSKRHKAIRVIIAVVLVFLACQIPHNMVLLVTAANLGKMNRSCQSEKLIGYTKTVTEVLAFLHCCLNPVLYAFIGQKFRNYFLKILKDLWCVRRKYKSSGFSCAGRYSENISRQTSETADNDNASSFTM
# EBI2 block – blocks human EBI2 receptor beta-arrestin signaling | P32249 | inhibition, % at 5 µM | EBI2 beta-arrestin recruitment, luminescence, 7a,25-OHC stimulated | AID 651636 | 360,000 compounds, 0.81% hits; in the data active = inhibition above about 38%;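 note: enzyme fragment complementation signal reports receptor beta-arrestin coupling in cells; 0% = agonist plus DMSO wells and 100% = wells without agonist; some results beyond the cut were filed as inactive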
# MPTP inh – blocks calcium-induced mitochondrial swelling; isolated mouse mitochondria, Ca2+ swelling absorbance, 30 min; inhibition, % at 10 µM; 360,000 compounds, 1.4% hits; AID 602449;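 active = inhibition of 50% or more, scaled per plate between neutral and stimulator controls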;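 note: 0% = DMSO wells given calcium and 100% = 1 mM EGTA wells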
# Gli-Sufu block – antagonists of Gli-Sufu signaling. Sufu-KO-LIGHT fibroblasts, Gli luciferase reporter luminescence. inhibition, % at 5 µM. 340,000 compounds, 0.74% hits. AID 588413;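 active = inhibition above about 55%, limit read from the data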;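 note: 0% = DMSO-treated cells and 100% = wells with medium but no cells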
# APOBEC3A inh – blocks human APOBEC3A ssDNA deamination; P31941; recombinant A3A, FAM/TAMRA ssDNA deamination fluorescence; inhibition, % at 20 µM; 330,000 compounds, 0.41% hits; AID 493011;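 active = at least 40% inhibition at 20 µM here, with at most 30% in a related deaminase screen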;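 note: plate controls were A3A with DMSO for no effect and wells lacking A3A enzyme for full effect; some results filed as inactive read as strong as hits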
# Target sequence (P31941 whole entry, looked up): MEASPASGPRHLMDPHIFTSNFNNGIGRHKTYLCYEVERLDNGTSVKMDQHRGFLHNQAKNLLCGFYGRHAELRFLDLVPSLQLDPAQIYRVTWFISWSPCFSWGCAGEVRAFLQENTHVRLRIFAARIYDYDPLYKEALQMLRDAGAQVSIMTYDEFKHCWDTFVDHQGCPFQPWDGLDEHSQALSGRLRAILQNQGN
# A3G deaminase – APOBEC3G (human) deaminase inhibition. Q9HC16. recombinant A3G, ssDNA deamination FAM/TAMRA fluorescence. inhibition, % at 20 µM. 330,000 compounds, 0.28% hits;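 active = inhibition of at least 40% at 20 µM, with no more than 30% in the related APOBEC3A deaminase screen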;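 note: plate controls were DMSO wells with A3G for no effect and wells lacking A3G enzyme for full effect; some compounds called inactive have numbers as strong as hits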
# Numbers without * were called inactive; nt = no result given.
SMILES,NR3A LBD binder,CXCR6 inh,CCR6 antagonist,EBI2 block,MPTP inh,Gli-Sufu block,APOBEC3A inh,A3G deaminase
CC1(C)Oc2ccc(C(=O)N3CCCCC3)cc2N(CC(=O)NCc2ccccc2)C1=O,2,-4,4,8,6.4,-3,-3,-3
O=C(COC(=O)c1cc(S(=O)(=O)N2CCCCC2)ccc1N1CCOCC1)NC1CCS(=O)(=O)C1 (centres undefined),-2,2,1,-7,0.9,nt,-1,-2
CCCOc1ccc(N2C(=O)CC(N3CCC(C(=O)OCC)CC3)C2=O)cc1 (centres undefined),4,-3,2,4,0.5,-21,-2,-4
CN(CC(=O)Nc1cccc(C(F)(F)F)c1)C1=NS(=O)(=O)c2ccccc21,-2,6,5,14,-0.6,-3,-4,-8
CCCN(Cc1cc2cc(C)ccc2[nH]c1=O)C(=O)c1cccc([N+](=O)[O-])c1,0,-3,-7,1,2.5,7,3,0
COc1ncnc2sc(-c3ccccc3)cc12,0,-1,22,9,-0.1,-78,-1,-5
COC(=O)c1ccc(NC(=S)N2CCN(C)CC2)cc1,-2,0,5,-3,0.0,-4,-4,-9
CCCNS(=O)(=O)c1ccc(CCC(=O)NCC2CCCO2)cc1 (centres undefined),-2,-6,3,-10,0.6,-3,-1,-2
Cc1nnc(N/N=C/c2ccccn2)[nH]c1=O,0,-6,-13,-9,2.7,63*,42*,-1
COc1cc(NC(=O)c2cccs2)c(C(=O)OCC(=O)NCc2ccco2)cc1OC,0,8,-5,5,-5.6,5,30,16
COC(=O)c1oc2c(c1C)C1(CCC2)SCCS1,0,1,-5,4,9.8,-1,1,-5
Cc1nn(-c2ccccc2)c(=S)n1-c1ccccc1,0,0,7,4,0.6,7,4,1
CC(=O)c1ccc(N2CCN(CC3CCCCC3)CC2)cc1,1,-6,8,3,-0.2,-2,-5,-9
O=S(=O)([N-]c1nc2ccccc2nc1-[n+]1ccc(Cc2ccccc2)cc1)c1ccc(Br)s1,1,4,14,6,5.0,1,4,8
O=C(COc1ccc(S(=O)(=O)N2CCCC2)cc1Cl)NCc1cccnc1,5,11,-2,2,-0.1,-6,-4,11
Cc1nc(SCC(=O)Nc2ccc(F)cc2)c(C#N)c(C)c1CC(=O)c1ccc(Br)cc1,-1,0,1,-2,0.7,3,2,-2
COc1ccc(N2CC(C(=O)N[C@@H](C)C(=O)NC(C)c3ccccc3)CC2=O)cc1 (some centres undefined),-1,-4,1,-3,-1.1,-5,7,7
CN1CCN(C(=O)c2ccc(N(C)S(=O)(=O)c3cccs3)cc2)CC1,0,7,4,-11,0.0,30,-2,-5
COc1ccc(F)cc1CN1CCN(C(=O)CCC(=O)Nc2nnc(C(C)C)s2)CC1,-2,-4,3,-4,-2.6,96*,-2,-8
COc1ccccc1CNC(=O)OCc1nccnc1C(=O)Nc1ccc(Br)cn1,3,6,2,5,1.3,-10,-1,-4

# Record cards (already shown). Screens in order: NR3A LBD binder | CXCR6 inh | CCR6 antagonist | EBI2 block | MPTP inh | Gli-Sufu block | APOBEC3A inh | A3G deaminase
# Cc1nn(-c2ccccc2)c(=S)n1-c1ccccc1 as listed: 0 | 0 | 7 | 4 | 0.6 | 7 | 4 | 1
# COc1ccc(F)cc1CN1CCN(C(=O)CCC(=O)Nc2nnc(C(C)C)s2)CC1 as listed: -2 | -4 | 3 | -4 | -2.6 | 96* | -2 | -8
# COc1ccc(N2CC(C(=O)N[C@@H](C)C(=O)NC(C)c3ccccc3)CC2=O)cc1 (some centres undefined) as listed: -1 | -4 | 1 | -3 | -1.1 | -5 | 7 | 7
# Cc1nnc(N/N=C/c2ccccn2)[nH]c1=O as listed: 0 | -6 | -13 | -9 | 2.7 | 63* | 42* | -1
# COC(=O)c1oc2c(c1C)C1(CCC2)SCCS1 as listed: 0 | 1 | -5 | 4 | 9.8 | -1 | 1 | -5

# (further entries)
SMILES,NR3A LBD binder,CXCR6 inh,CCR6 antagonist,EBI2 block,MPTP inh,Gli-Sufu block,APOBEC3A inh,A3G deaminase
COc1ccc(N(CC(=O)Nc2ccc3c(c2)OCO3)S(=O)(=O)c2ccc(F)cc2)cc1,-6,-8,8,3,1.6,-5,-2,-3
CC1Oc2ccccc2N(CC(=O)N2CCc3ccccc32)C1=O (centres undefined),1,3,13,-4,-1.3,22,2,-1
CCOc1ccc(CN(C)C(=O)c2ccc(=O)[nH]c2)cc1,2,-11,8,0,-0.3,-10,0,-3
O=C(CNC(=O)c1ccccc1Cl)Nc1ccncc1,2,4,13,-5,-0.5,-5,-1,-7
Cc1ccc2nc(N3CC(=O)Nc4ccccc43)nc(-c3ccccc3)c2c1,-18,7,10,-6,1.0,-18,nt,nt
Cc1cccc(OCCCCCn2ccnc2)c1,2,-4,-7,-2,-1.1,14,-2,-6
CCN(C(=O)COC(=O)Cc1c[nH]c2ccccc12)c1c(N)n(Cc2ccccc2)c(=O)[nH]c1=O,-2,-9,13,-6,-0.7,3,23,0
CCOc1ccc(/C(C)=N/NC(=O)Cn2nc([N+](=O)[O-])cc2C)cc1,-2,2,7,4,0.2,-5,-7,0
Cc1cc2ccccn2c1C(=O)c1cccc(F)c1,5,10,17,15,1.2,16,-2,-5
Cc1ccc(CN2CCN(Cc3cccc(C)n3)CC2CCO)cc1 (centres undefined),-4,4,9,-3,1.4,3,1,0
O=C(CSc1ccc2nnc(CCNS(=O)(=O)c3ccccc3)n2n1)Nc1nc2ccccc2s1,-3,-4,11,-5,-0.6,18,1,-2
CC(=O)c1cccc(NC(=O)COC(=O)c2cccc(N3C(=O)c4ccccc4C3=O)c2)c1,-4,3,12,2,5.4,-12,-1,-2
CC1CN(C(=O)c2cccs2)CC(C)O1 (centres undefined),-2,7,7,1,0.7,11,1,-7
Cc1ccc(C(=O)c2coc3c2C(=O)C(=O)c2ccccc2-3)cc1,1,13,-15,-9,3.6,-32,-10,3
O=C(CCC(=O)N1CCN(c2cccc(Cl)c2)CC1)c1cccs1,-3,-5,21,27,0.1,-6,2,3
CCOC(=O)C1(NC(=O)CN2C(=O)c3ccccc3C2=O)CCCC1,0,4,4,2,-1.6,-4,nt,nt
Cc1nn(-c2ccc(F)cc2)c(Cl)c1/C=C/C(=O)N1CCNC(=O)C1,2,4,1,0,-1.9,-1,3,-3
CSc1nc(NC(C)(C)C)nc(Oc2ccc(=O)n(C)n2)n1,3,-4,3,7,-1.0,12,1,2
Cc1cc(NC(=O)CCCC(=O)N(CC(=O)NC2CCCCC2)c2ccccc2)no1,1,1,3,0,-0.2,1,-4,-6
CC(=O)OCC1(C)CN(c2ccccc2)N(C(=O)c2ccc(F)cc2)C1=O (centres undefined),-1,-13,19,-9,-0.2,3,-1,-4
COC(=O)CCN(C(=O)c1ccc([N+](=O)[O-])cc1)c1ccccn1,1,-5,-9,-15,1.5,0,-3,-9
CCN(c1ccccc1)S(=O)(=O)c1cc(CN2C(=O)c3cccnc3C2=O)ccc1OC,0,-13,-5,-2,-2.0,12,2,1
NC(=O)c1nsc(C(=O)N(c2ccc(F)cc2)C(C(=O)NCC2CCCO2)c2c[nH]c3ccccc23)c1N (centres undefined),1,14,2,2,-3.3,13,-2,-9
COc1cccc2cc(C(=O)NCc3ccc(C)cc3)c(=O)oc12,0,-4,2,6,-0.3,4,1,1
O=C(/C=C/c1cccs1)Nc1nccs1,-10,-6,8,0,-1.3,-95,2,-5
COc1ccc(C(=O)N/C(=C/c2ccccc2F)C(=O)NCCN2CCOCC2)cc1OC,8,0,13,-3,1.3,71*,6,15
CCCCOc1ccc(C(=O)NCC(=O)NCC(c2ccc(OC)cc2)N2CCCC2)cc1 (centres undefined),1,-6,9,6,-2.5,15,-2,-6
CCCN(C(=O)Cc1nc(N)n[nH]1)C1(C(=O)Nc2ccccc2C)CCCCC1,0,0,-18,-2,0.9,3,-4,-5
Cc1ccc(NS(=O)(=O)c2cccc(C(=O)NCCCN3CCCC3=O)c2)cc1,0,-15,0,4,0.6,1,-1,-10
CN(C)c1cc(NC(=O)CNC(C)(C)CC(C)(C)C)c2ccccc2n1,-2,-9,14,-21,2.3,31,3,-5
CCCN(CCC)C(=O)CC(c1ccccc1)c1ccc(C)cc1O (centres undefined),1,5,13,18,0.4,5,-1,-6
CCOC(=O)c1ccc2c(c1)C(=O)N(C1CCCCC1)C2=O,2,2,4,-1,-0.1,-25,-3,-3
Cn1c(CNC(=O)CNC(=O)c2cccc(Cl)c2)cc(=O)n(C)c1=O,0,-6,6,-1,-1.3,-4,-6,-10
COCCn1c(-c2ccc(OC)cc2)nc2oc3cc(OC)ccc3c(=O)c2c1=O,-2,2,-5,2,0.5,2,-1,-8
O=C(CCN1C(=O)[C@H]2CC=CC[C@H]2C1=O)NCc1nc(-c2ccccc2)no1,5,0,-5,-9,0.1,-13,-4,-5
O=C(c1ccc(CS(=O)c2cccc(Cl)c2)o1)N1CCN(C2CCCCC2)CC1 (centres undefined),0,-2,5,-3,-0.7,28,-5,-6
O=C(COc1ccccc1Cl)Nc1ccc2c(c1)OCO2,-8,7,21,2,1.1,5,-1,-8
Cc1ccc2c(c1)Oc1ccc(NC(=O)CCCl)cc1C(=O)N2,-2,-5,1,-9,-0.9,19,5,1
CCCCC(=O)OC1CCC2C3CCc4cc(O)ccc4C3CCC12C (centres undefined),5,-5,-19,20,-1.8,-1,nt,nt
COc1cc(C(CCN2CCCCC2)c2c(OC)cc(OC)c3c(C)cc(=O)oc23)cc(OC)c1OC (centres undefined),-2,15,5,-9,-0.5,26,0,5
CCc1nn2c(=O)cc(COC(=O)c3cc(Cl)c(OC)c(OC)c3)nc2s1,1,-7,5,-1,1.0,2,7,-1
CCCn1c(SCC(=O)Nc2cc(Cl)ccc2OC)n[nH]c1=O,0,-4,-16,3,-4.0,8,-1,-7
COc1ccc(O)c(/C=N/NC(=O)CSc2nnc(C)n2-c2ccccc2)c1,8,-7,-5,5,0.7,-1,-2,-6
CC(C)Sc1nc2c(cnn2-c2ccc(F)cc2)c(=O)[nH]1,3,-1,-5,-8,-0.4,4,-4,-5
C/C(=N/Nc1ncc(Br)cn1)c1ccc([N+](=O)[O-])cc1,1,-17,-15,0,2.2,-4,-2,-5
CCOc1ccccc1/C=C/c1cc(C(=O)O)c2ccccc2n1,-1,3,-5,-9,0.8,-6,-3,-5
CN(CC(=O)Nc1cccc(F)c1)C(=O)CNS(=O)(=O)c1ccc(N(C)C)c([N+](=O)[O-])c1,3,9,16,-3,0.2,-1,3,-9
CC(=O)Nc1ccccc1Nc1cc(C#N)c(C#N)cc1[N+](=O)[O-],1,-5,-11,-1,0.9,5,1,1
CC(=O)NC1=NN(C(C)=O)C2(S1)C(=O)N(C(C)=O)c1ccc(C)cc12 (centres undefined),1,2,1,-4,0.0,-1,1,-9
O=C(CN1CCCC1=O)NC1CCCc2c1cnn2-c1cc(F)cc(F)c1 (centres undefined),-1,-13,0,5,0.9,15,-5,-7
CC(=O)Nc1ccc(-c2nc3ccc(NC(C)=O)cc3o2)cc1,11*,-2,3,-6,-0.2,-61,-1,-2
COc1ccc(NC(=S)NNC(=O)c2ccc(S(=O)(=O)N3CCOCC3)cc2)cc1,-2,19,19,-2,-3.1,8,-6,-8
Cc1c(NS(=O)(=O)c2ccc3c(c2)NC(=O)CC(=O)N3)cccc1[N+](=O)[O-],-2,17,17,-2,0.7,29,0,-1
CCOc1ccc(NCc2nnc(SCC(=O)Nc3nc(-c4ccccc4)cs3)n2-c2ccccc2)cc1,-1,-8,3,46*,0.3,2,-3,-6
COc1ccc(OCc2cc(C(=O)N(C)Cc3nnc(C)o3)no2)c(Cl)c1,2,-6,2,-15,-1.9,-90,-6,-5
Cc1oc(-c2ccc(Cl)cc2)[n+]([O-])c1C,-2,-10,-8,-9,0.0,0,0,1
CSc1ncc(Cl)c(C(=O)Nc2cc(C)ccc2C)n1,0,4,10,1,1.0,-3,2,-6
COCCNC(=S)NN=C1CCCCCC1,0,7,14,7,-0.3,9,nt,nt
O=C(COc1cccnc1[N+](=O)[O-])NCc1cccs1,-1,-1,0,4,-0.4,36,-5,-9
